# DAX1 inh-1 = inhibitors of human orphan nuclear receptor DAX1 (NR0B1); inhibition, % at 6.75 µM; actives 0.99% (n = 340,000); HEK293 Gal4-DAX1 luciferase reporter, luminescence; AID 504766; P51843;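 active means inhibition above the mean over all tested compounds plus 3 SD, cut at about 4.2% in these data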;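 further: 0% = DAX1-transfected cells with DMSO and 100% = empty-vector control cells with DMSO; inhibition shows as a rise in luminescence from relieved DAX1 repression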
# hgDAF-12 ag = activates the H. glycines DAF-12 receptor ligand-binding domain | HEK293 GAL4-hgDAF12 UAS-luciferase reporter, agonist luminescence; normalized to butyrate control | activation, % at 6.8 µM | actives 1.8% (n = 370,000);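 active means activation above a cutoff set at the mean of all screened compounds plus 3 SD, cut at about 10% in these data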;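 further: 0% = DMSO wells and 100% = sodium butyrate wells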
# DAX1 inh-2 = DAX1 (NR0B1) inhibition, primary screen | actives 1.1% (n = 370,000) | inhibition, % at 6.8 µM | AID 652010 | HEK293T StAR-luciferase reporter, SF-1/DAX-1 repression relief;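 active means inhibition above the mean over all tested compounds plus 3 SD, cut at about 3.6% in these data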;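 further: 0% = DAX-1 cells with DMSO and 100% = cells lacking DAX-1 with DMSO; higher inhibition means more luminescence from relief of DAX-1 repression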
# ADAM17 inh = inhibits human ADAM17. P78536. recombinant ADAM17, EDANS/DABCYL FRET peptide cleavage. inhibition, % at 6.95 µM. actives 0.83% (n = 370,000);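 active means inhibition above the mean of compounds lying between control limits plus 3 SD, set per campaign, cut at about 8.5% in these data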;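 further: 0% = DMSO-only wells as the low control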
# ssDAF-12 act = S. stercoralis DAF-12 activation, primary screen. HEK293 ssDAF-12/GRIP1 lit1-tk-luc reporter, luminescence; % of 3 µM dafachronic acid response. activation, % at 6.8 µM. actives 1% (n = 370,000). AID 652126;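 active means activation above the mean over all tested compounds plus 3 SD, cut at about 0.9% in these data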;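 further: 0% = DMSO-only wells and 100% = 3 µM delta7-dafachronic acid wells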
# ADAM10 inh = ADAM10 inhibition, QFRET primary screen. recombinant ADAM10, EDANS/DABCYL FRET peptide cleavage, 3 h. inhibition, % at 7 µM. actives 0.62% (n = 370,000). O14672;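 active means inhibition above a per-campaign cutoff equal to the mean of compounds falling between control-based bounds plus 3 SD, cut at about 20% in these data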;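 further: 0% = DMSO wells while the 100% control is not disclosed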
# PLCb3 inh = PLC-beta3 (human) inhibition, primary screen | inhibition, % at 12.2 µM | Purified PLC-beta3, fluorogenic substrate, fluorescence | AID 720704 | actives 0.18% (n = 370,000) | Q01970; in the data active means inhibition above about 11%;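 further: 0% = median of compound wells on plate and 100% = full blocker control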
# FXN GAA850 act = activators of GAA850 frataxin (FXN) promoter; actives 0.56% (n = 360,000); activation, % at 6 µM; HEK293 lucGAA850 FXN promoter luciferase reporter, 24 h; percent of 10 µM SAHA response;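 active means activation above the average of all compounds screened plus 3 SD, cutoff fixed separately per campaign, cut at about 7.5% in these data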;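 further: 0% = DMSO wells and 100% = 10 µM SAHA wells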
# hcDAF12 agonist = H. contortus DAF-12 activation, primary screen; HEK293 hcDAF-12 lit1-tk-luc reporter, luminescence; 0% DMSO, 100% Δ7-dafachronic acid; activation, % at 6.8 µM; actives 1.4% (n = 370,000); AID 652067;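 active means activation above the mean of all tested compounds plus 3 SD, cut at about 5.5% in these data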;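 further: 100% = response to 3 µM Δ7-dafachronic acid high control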
# sPLA2-III inh = Inhibits HGIII-sPLA2 liposome hydrolysis, primary screen; QFRET BODIPY PC-A2 liposome hydrolysis, fluorescence; actives 0.56% (n = 370,000); inhibition, % at 12.2 µM; AID 743126;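 active means inhibition above mean plus 3 SD of compounds lying within the high and low control bounds, cut at about 19% in these data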;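 further: 0% = median of test compound wells and 100% = no enzyme DMSO wells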
# PLC-gamma1 inh = PLC-gamma1 (human) inhibition, primary screen; purified PLC-gamma1, fluorogenic substrate, fluorescence; inhibition, % at 12.2 µM; actives 0.84% (n = 370,000); AID 720700; in the data active means inhibition above about 9.5%
# Target sequence (P19174 whole entry, looked up): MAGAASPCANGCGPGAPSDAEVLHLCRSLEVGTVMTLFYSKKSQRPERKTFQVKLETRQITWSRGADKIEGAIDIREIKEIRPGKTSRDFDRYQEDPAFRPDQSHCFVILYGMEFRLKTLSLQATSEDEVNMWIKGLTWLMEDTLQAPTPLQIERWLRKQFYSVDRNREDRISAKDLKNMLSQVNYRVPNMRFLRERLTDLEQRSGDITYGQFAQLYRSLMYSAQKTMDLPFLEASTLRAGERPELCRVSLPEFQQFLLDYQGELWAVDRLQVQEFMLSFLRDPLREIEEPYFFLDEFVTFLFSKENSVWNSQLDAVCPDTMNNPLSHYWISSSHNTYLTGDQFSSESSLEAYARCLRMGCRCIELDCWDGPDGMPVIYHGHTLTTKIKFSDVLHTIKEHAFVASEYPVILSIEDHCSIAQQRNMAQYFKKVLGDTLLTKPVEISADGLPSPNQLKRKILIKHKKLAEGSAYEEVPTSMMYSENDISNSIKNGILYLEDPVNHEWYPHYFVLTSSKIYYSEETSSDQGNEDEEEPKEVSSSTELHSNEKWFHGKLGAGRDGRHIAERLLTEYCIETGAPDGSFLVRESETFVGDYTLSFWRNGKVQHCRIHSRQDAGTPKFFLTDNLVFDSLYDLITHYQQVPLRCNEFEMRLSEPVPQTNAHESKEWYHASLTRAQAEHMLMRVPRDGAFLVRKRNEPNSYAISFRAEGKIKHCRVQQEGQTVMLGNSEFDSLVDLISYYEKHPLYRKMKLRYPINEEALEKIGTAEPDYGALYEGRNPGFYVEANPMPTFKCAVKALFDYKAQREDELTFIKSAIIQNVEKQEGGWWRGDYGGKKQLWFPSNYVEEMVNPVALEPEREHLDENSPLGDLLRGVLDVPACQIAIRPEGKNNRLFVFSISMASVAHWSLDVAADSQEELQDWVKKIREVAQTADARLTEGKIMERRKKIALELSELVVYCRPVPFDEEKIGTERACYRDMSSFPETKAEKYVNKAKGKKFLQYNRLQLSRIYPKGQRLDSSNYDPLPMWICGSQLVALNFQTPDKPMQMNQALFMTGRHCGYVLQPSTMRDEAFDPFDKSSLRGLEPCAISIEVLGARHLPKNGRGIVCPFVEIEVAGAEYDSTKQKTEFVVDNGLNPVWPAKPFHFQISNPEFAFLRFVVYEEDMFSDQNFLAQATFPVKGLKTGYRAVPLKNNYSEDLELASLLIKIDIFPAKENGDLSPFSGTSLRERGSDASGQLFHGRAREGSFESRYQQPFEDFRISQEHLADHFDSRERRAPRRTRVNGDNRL
# Numbers without * were called inactive; / = no result given; & = joins results of further samples. Hits appear at their usual frequency; about 6.9% have a hit in one of these screens.
# Under each structure: DAX1 inh-1, hgDAF-12 ag, DAX1 inh-2, ADAM17 inh, ssDAF-12 act, ADAM10 inh, PLCb3 inh, FXN GAA850 act, hcDAF12 agonist, sPLA2-III inh, PLC-gamma1 inh
CCC1NC(=O)c2cccnc2-n2c1nc1cc(C)cc(C)c1c2=O (configuration not stated)
→ 0.0, -1.6, 0.0, 0, -1.1, -6, -4, -0.7, -0.6, 7, 2
COc1ccccc1CNC(=O)c1cccc(S(=O)(=O)N2CCCC2)c1
→ -1.6, -1.5, -0.6, -1, -1.1, 3, -5, 1.6, -1.0, -3, 3
COc1ccc(CC(N)c2csc(NC(=O)C(c3ccccc3)c3ccccc3)n2)cc1 (configuration not stated)
→ /, 0.5, -0.3, 7, -0.9, 8, 4, -1.3, -0.8, 4, 8
CCOc1ccc(NC(=O)c2nnn(CC(=O)Nc3ccccc3OCC)c2N)cc1
→ -1.4, 0.3, -0.6, -5, -1.3, 2, 0, 0.9, -0.7, -13, 1
COc1cc(N(C)C)c(NC(C)=O)cc1C(=O)O
→ 0.1, 3.2, 0.9, -2, -0.7, 2, -1, 1.0, -1.2, -2, -2
COC(=O)[C@H](CO)N1C(=O)[C@@H]2[C@H](C1=O)C1C=C[C@H]2C1
→ 0.0, 2.0, -0.9, -3, -0.7, -10, 2, 0.5, 0.1, 2, 0
O=C(CCn1c(=S)oc2ccccc21)Nc1ccccc1Br
→ 1.9, 0.8, 0.0, -4, -1.3, -4, -3, 0.2, 0.2, 0, 0
N#Cc1nc(COc2ccc(F)cc2)oc1N1CCC(Cc2ccccc2)CC1
→ 0.3, 3.2, -0.5, -2, -1.6, -8, -5, -2.1, 0.1, -1, 0
CCOC(=O)N(CC)OC(=O)Nc1ccc(Cl)cc1
→ 0.0, 0.8, 0.3, 0, -1.2, 12, 3, -1.7, 0.0, 5, 3
O=c1c2oc3ccccc3c2ncn1Cc1ccc(Cl)cc1
→ 0.1, -1.1, -1.9, -4, -1.8, 13, 4, 0.5, -0.7, 4, -1

# The closing 3 compounds of the part before come first, to join the parts:
# Under each structure: DAX1 inh-1, hgDAF-12 ag, DAX1 inh-2, ADAM17 inh, ssDAF-12 act, ADAM10 inh, PLCb3 inh, FXN GAA850 act, hcDAF12 agonist, sPLA2-III inh, PLC-gamma1 inh
N#Cc1nc(COc2ccc(F)cc2)oc1N1CCC(Cc2ccccc2)CC1
→ 0.3, 3.2, -0.5, -2, -1.6, -8, -5, -2.1, 0.1, -1, 0
CCOC(=O)N(CC)OC(=O)Nc1ccc(Cl)cc1
→ 0.0, 0.8, 0.3, 0, -1.2, 12, 3, -1.7, 0.0, 5, 3
O=c1c2oc3ccccc3c2ncn1Cc1ccc(Cl)cc1
→ 0.1, -1.1, -1.9, -4, -1.8, 13, 4, 0.5, -0.7, 4, -1
COc1ccc(S(=O)(=O)N[C@H](C(=O)O)C(C)C)cc1
→ 1.3, 1.5, -0.7, -2, -1.2, 6, 2, 1.1, -1.6, 2, 0
CCN(CC)S(=O)(=O)c1cc(C(=O)NCCN2CCOCC2)ccc1Cl
→ -1.3, -2.4, 0.8, -3, -2.0, -2, -1, 0.1, -1.1, 0, 3
Cc1ccccc1OCC(=O)Nc1c2c(nn1C(C)(C)C)CS(=O)(=O)C2
→ 0.5, 4.2, -0.4, -4, -1.0, -2, -6, 3.8, -1.7, 3, 0
CCCNC(=O)C1(C)CCCN(Cc2cccn2C)C1 (configuration not stated)
→ /, 0.3, 0.3, -2, -1.1, -13, -2, -0.2, 0.8, -1, -4
COc1cc(C=O)ccc1OS(=O)(=O)c1ccccc1[N+](=O)[O-]
→ -1.0, 2.4, 0.3, 2, -1.1, 2, 5, 1.6, 0.1, 6, 3
c1ccc(CCNc2nc(-c3ccncc3)cs2)cc1
→ -0.8, 6.2, 0.6, -4, -1.9, -9, -46, 5.3, -1.4, -5, -27
CC(C)Sc1cc(N2CCCC2)nc(-c2ccccc2)n1
→ 0.9, -0.7, 0.2, -7, -1.0, 1, 2, 0.1, -1.9, 7, -1
CC(C)(C)c1ccc(C(=O)NNc2cc(N3CCCCC3)nc(N3CCCCC3)n2)cc1
→ 0.5, 2.0, -0.6, 2, -1.2, 2, -11, 1.3, -1.8, -4, -8
COc1ccc(CN2C(=O)C(CC(C)C)Nc3ncnc(N4CCN(c5ccccc5)CC4)c32)cc1 (configuration not stated)
→ 0.5, -3.0&-1.9, -0.3&-0.2, 5&7, -1.5&-1.2, 11&10, -2&-5, 2.3, -2.5&0.0, 9&3, -1&2
CCN(CC(=O)NCc1ccc(F)cc1)C(=O)/C=C/c1ccco1
→ 0.8, -0.1, 0.6, 5, -1.4, 0, -1, 1.2, 0.4, -4, 1
CCNc1nc(NC(C)C)nc(Oc2ccc(OCc3ccccc3)nn2)n1
→ -1.2, -2.2, -0.2, 0, -1.4, 2, 6, 1.9, -0.6, -3, 4
O=C(CS(=O)(=O)Cc1ccccc1)Nc1ccccn1
→ 0.1, 1.9, -1.0, -4, -1.1, 7, 0, 0.3, -0.3, -2, -1
COc1ccc(C(=O)CSc2nc(-c3ccccn3)nc(C)c2Cl)cc1
→ -2.2, -0.1, -0.6, -3, -0.5, 1, -8, 1.3, 3.8, -18, 0
Cc1ccc(NS(=O)(=O)c2ccc(NC(=O)CN(c3cc([N+](=O)[O-])ccc3C)S(C)(=O)=O)cc2)c(C)c1
→ -1.4, -4.8, 0.2, 11*, -1.3, 21*, 3, -1.8, -0.3, -46, 2
CCCCC[C@@H]1C=C(C(=O)O)[C@H](c2ccc3c(c2)OCO3)N1S(=O)(=O)c1ccc(C)cc1
→ -0.2, -2.5, 1.9, 0, -1.5, 0, -7, -0.8, -1.1, -31, -7
CCN(C[C@H]1N[C@@](CC)(C(=O)OC)[C@H]2C(=O)N(Cc3ccccc3)C(=O)[C@@H]12)C(=O)Nc1ccc(Cl)cc1
→ 0.1, -3.2, 0.6, -4, -1.1, -6, 4, 15*, -0.2, 6, 1
CCCCCn1nnnc1C1c2ccccc2C(=O)N1Cc1ccco1 (configuration not stated)
→ /, -1.6, -1.1, -1, -0.2, 2, 2, /, -0.4, -5, 1
Cc1ccccc1N1C(=O)C(Oc2ccc(Cl)cc2)C1CNCC1CCCO1 (configuration not stated)
→ 1.1, -1.4, -0.5, -1, -1.8, 4, 0, 0.3, -1.8, -3, 0
CCc1cccc2c(C(=S)N3CCOCC3)c[nH]c12
→ -1.4, -0.3, 0.4, -2, -1.6, -4, -1, 1.1, -1.4, 9, -2
CCN1CCN(Cc2ccc(NC(=O)c3cc(NC(=O)c4cc(-c5ccc(OC)cc5)n[nH]4)cc(OC)c3)cc2C(F)(F)F)CC1
→ -0.1, 4.2, -0.5, 4, -1.2, 6, 3, -2.4, -1.4, -18, 3
CCc1c(N=O)c(-c2ccccc2)n(O)[n+]1[O-]
→ 0.2, -1.1, -0.4, 2, -1.2, 0, 1, 3.1, -0.7, -21, -2
ON=C(CCc1ccccc1)c1ccccc1
→ /, 15*, 5.1*, 2, -0.1, 9, 1, 4.4, 7.0*, -7, 3
Cc1ccc(NC(=O)Cn2c(=O)n(CCCC(=O)NCc3ccco3)c(=O)c3ccccc32)cc1
→ 0.3, -1.2, 0.5, -3, -1.1, -5, 1, 2.2, -1.9, 3, -3
CCN(CC)S(=O)(=O)c1ccc(N2CCOCC2)c(NC(=O)C2=COCCO2)c1
→ 0.5, -2.3, -0.6, 0, -1.4, -15, -34, 3.1, -1.2, -16, -32
Cn1c(SCC(=O)N2CCCc3ccccc32)nc2cccnc21
→ -0.2, -1.8, -1.6, -3, -1.4, -4, 3, -1.8, -0.4, 2, -1
CN(Cc1ccc(C(F)(F)F)cc1)C(=O)[C@H]1O[C@@H](n2ccc(=O)[nH]c2=O)[C@H](O)[C@@H]1O
→ /, -0.4, -0.4, -3, -1.1, -7, -4, /, 0.4, 12, -1
CCCCNC(=O)c1ccc(Cn2c(=S)[nH]c3c([nH]c4ccc(OC)cc43)c2=O)cc1
→ 0.7, 1.4, 0.0, 0, -1.5, -19, -8, 3.4, 0.2, 6, -5
O=C(O)c1ccc(CNCc2ccc(Cl)cc2Cl)cc1
→ -0.2, 3.1, -1.0, 3, -1.2, 9, 7, -2.0, -0.3, 9, 3
Nc1nc(SCc2cccc(Br)c2)n[nH]1
→ 1.9, -0.7, 0.1, 6, -0.6, 11, -2, 1.0, 0.0, -1, 7
CC1(C(=O)NS(=O)(=O)c2ccc3c(c2)CCO3)CCN1C(=O)Cc1ccc(-c2ccccc2)cc1 (configuration not stated)
→ /, 0.5, -0.3, -3, -1.0, -7, -12, 0.3, -2.1, -9, -2

# Given field by field: two of the compounds above
Cn1c(SCC(=O)N2CCCc3ccccc32)nc2cccnc21
  DAX1 inh-1: -0.2	hgDAF-12 ag: -1.8	DAX1 inh-2: -1.6	ADAM17 inh: -3	ssDAF-12 act: -1.4	ADAM10 inh: -4	PLCb3 inh: 3	FXN GAA850 act: -1.8	hcDAF12 agonist: -0.4	sPLA2-III inh: 2	PLC-gamma1 inh: -1
ON=C(CCc1ccccc1)c1ccccc1
  DAX1 inh-1: /	hgDAF-12 ag: 15*	DAX1 inh-2: 5.1*	ADAM17 inh: 2	ssDAF-12 act: -0.1	ADAM10 inh: 9	PLCb3 inh: 1	FXN GAA850 act: 4.4	hcDAF12 agonist: 7.0*	sPLA2-III inh: -7	PLC-gamma1 inh: 3

# The list goes on.
# Under each structure: DAX1 inh-1, hgDAF-12 ag, DAX1 inh-2, ADAM17 inh, ssDAF-12 act, ADAM10 inh, PLCb3 inh, FXN GAA850 act, hcDAF12 agonist, sPLA2-III inh, PLC-gamma1 inh
Cn1c(SC(C(=O)Nc2ccc(F)cc2)c2ccccc2)nc2ccccc21 (configuration not stated)
→ -0.6, -0.2, -0.3, 5, -0.5, 12, 2, 0.4, 1.8, -11, 6
COC(=O)/C=C/C(=O)Nc1ccc(O)c(Cl)c1
→ 0.4, -0.3, -0.9, 1, -1.7, 2, -1, 3.6, -2.6, 5, 5
CC(=O)c1cccc(CN2CCCC(C(=O)c3ccc4c(c3)OCO4)C2)c1 (configuration not stated)
→ -0.3, 1.5, -0.2, -2, -1.7, -4, -1, 0.1, -1.4, -1, 2
CN(C)/C=C/C(=O)c1ccccc1OCc1cnc(Cl)s1
→ 2.9, -0.9, 0.9, 1, -0.8, -2, -20, 1.8, 2.2, -7, -13
COc1ccc(NC(=O)Cn2c(=O)oc3cc(S(=O)(=O)N4CCCC4)ccc32)cc1
→ 0.2, -0.7, -1.1, -1, -1.0, -15, -1, 0.6, -3.5, 2, 1
COc1ccc(C)cc1NC(=O)CCC(=O)Nc1nnc(C(F)(F)F)s1
→ 0.3, 6.5, 0.1, -2, -1.2, -1, 4, 0.0, 1.8, -2, 2
CNS(=O)(=O)c1cccc(C(=O)NNC(=O)c2ccc(COc3ccccc3)cc2)c1
→ -1.6, -1.1, -0.4, 0, -1.2, -6, -4, -0.4, 0.2, -20, 1
CCCC1C2C(=O)N(c3ccc(OC)cc3)C(=O)C2ON1c1ccccc1 (configuration not stated)
→ 0.3, -1.6, 0.0, -4, -1.0, 4, -3, 0.1, -1.2, -1, -5

# Compound activity: PubChem BioAssay, The Scripps Research Institute Molecular Screening Center
